High-throughput results deposited in PubChem BioAssay by several laboratories.
CF NFkB block – inhibitors of cystic fibrosis induced NF-kB; KKLEB NF-kB-GFP reporter, PAF-induced, GFP fluorescence overnight; inhibition, % at 5 µM; 360,000 tested, 0.86% active;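 active means at least 50% inhibition at 5 µM, scaled per plate between neutral and stimulator controls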;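 further: PAF is a Pseudomonas aeruginosa culture filtrate used as stimulus; plate controls were PAF-stimulated DMSO wells for no effect and unstimulated DMSO wells for full effect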
SRC1 inh – inhibits human SRC1 coactivator; AID 588354; Q15788; HEK293 GAL4-SRC1 luciferase reporter, luminescence; 360,000 tested, 0.12% active; inhibition, % at 3.6 µM;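 active means inhibition above the campaign mean plus 3 SD, with each screening campaign given its own cutoff, cut at about 60% in these data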;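 further: 0% = DMSO treated cells and 100% = gossypol at 36 µM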
KKLEB tox – reduces viability of KKLEB cystic fibrosis airway cells; AID 602141; activity change (cytotoxicity), % at 5 µM; 360,000 tested, 0.36% active; KKLEB CF airway cells viability, ATPlite luminescence, overnight; stronger effect = lower value; cells stimulated with P. aeruginosa culture filtrate;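 active means corrected activity change at or below -50% at 5 µM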
COUP-TFII inh – blocks human COUP-TFII nuclear receptor; P24468; HEK293T NGFI-A luciferase reporter, luminescence; inhibition, % at 8.6 µM; 370,000 tested, 0.7% active; AID 686940;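 active means inhibition above a per-plate cutoff, mean inhibition of test wells between control levels plus 3 SD, cut at about 38% in these data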;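 further: cells cotransfected with COUP-TFII expression vector driving the NGFI-A reporter; 0% = median of COUP-TF2 test wells and 100% = reporter-only cells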
SRC2 inh – human SRC2 (NCOA2) inhibition. HEK293 GAL4-SRC2 luciferase reporter, luminescence. inhibition, % at 9 µM. 370,000 tested, 0.17% active. AID 651957;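 active means inhibition above the mean inhibition of all tested compounds plus 3 SD, set per campaign, cut at about 52% in these data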;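 further: 0% = DMSO treated cells and 100% = cells given Gossypol at 36 µM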
Target sequence (Q15596 whole entry, looked up, the tested form may be a part): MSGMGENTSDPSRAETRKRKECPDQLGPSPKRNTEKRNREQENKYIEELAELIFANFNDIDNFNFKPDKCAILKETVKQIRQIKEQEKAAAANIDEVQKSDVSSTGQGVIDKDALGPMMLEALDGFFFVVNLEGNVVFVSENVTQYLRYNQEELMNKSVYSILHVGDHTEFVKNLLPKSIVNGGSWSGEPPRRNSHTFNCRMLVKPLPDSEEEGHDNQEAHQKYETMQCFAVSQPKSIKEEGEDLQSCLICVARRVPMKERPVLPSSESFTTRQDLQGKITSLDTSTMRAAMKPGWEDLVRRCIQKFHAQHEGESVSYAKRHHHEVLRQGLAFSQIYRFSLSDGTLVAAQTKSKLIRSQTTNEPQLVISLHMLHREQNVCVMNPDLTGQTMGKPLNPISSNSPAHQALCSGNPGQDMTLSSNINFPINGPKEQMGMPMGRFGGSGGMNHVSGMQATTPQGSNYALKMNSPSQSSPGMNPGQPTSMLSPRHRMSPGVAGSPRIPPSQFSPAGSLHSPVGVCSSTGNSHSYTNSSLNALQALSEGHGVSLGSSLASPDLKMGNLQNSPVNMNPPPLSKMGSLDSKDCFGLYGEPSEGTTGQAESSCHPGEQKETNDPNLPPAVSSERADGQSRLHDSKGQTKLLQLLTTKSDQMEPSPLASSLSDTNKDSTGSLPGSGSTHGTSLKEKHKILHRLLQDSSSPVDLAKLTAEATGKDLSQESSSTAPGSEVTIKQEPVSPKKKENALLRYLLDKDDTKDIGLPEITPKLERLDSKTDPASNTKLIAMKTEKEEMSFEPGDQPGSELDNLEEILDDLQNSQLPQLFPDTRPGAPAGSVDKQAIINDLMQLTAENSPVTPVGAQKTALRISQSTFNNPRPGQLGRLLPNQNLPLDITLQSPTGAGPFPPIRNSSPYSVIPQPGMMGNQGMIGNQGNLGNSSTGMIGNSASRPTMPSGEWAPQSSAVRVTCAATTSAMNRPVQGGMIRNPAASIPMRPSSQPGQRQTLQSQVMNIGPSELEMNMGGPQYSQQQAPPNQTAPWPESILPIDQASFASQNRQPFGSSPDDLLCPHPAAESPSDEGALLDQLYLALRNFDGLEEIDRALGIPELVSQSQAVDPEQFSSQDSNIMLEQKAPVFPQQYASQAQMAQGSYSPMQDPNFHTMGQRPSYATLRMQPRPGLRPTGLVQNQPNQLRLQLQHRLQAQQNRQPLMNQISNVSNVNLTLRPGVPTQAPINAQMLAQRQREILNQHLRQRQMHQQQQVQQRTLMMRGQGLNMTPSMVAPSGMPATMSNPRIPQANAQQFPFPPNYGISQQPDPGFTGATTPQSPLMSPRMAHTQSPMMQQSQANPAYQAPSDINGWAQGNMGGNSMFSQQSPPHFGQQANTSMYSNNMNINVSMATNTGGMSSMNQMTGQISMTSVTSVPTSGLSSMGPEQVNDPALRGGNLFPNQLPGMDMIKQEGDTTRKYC
NR5A2 inv ag – inverse agonists of human LRH-1 (NR5A2) | O00482 | HEK293T StAR-luciferase reporter, LRH-1 transfected, 24 h | inhibition, % at 3.6 µM | 360,000 tested, 0.13% active;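 active means inhibition above the mean inhibition of all tested compounds plus 3 SD, cut at about 73% in these data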;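 further: 0% = DMSO wells and 100% = reporter-only cells lacking LRH-1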
TROY NFkB inh – TROY signaling inhibition; Q293 LMP1-TROYcd NF-kB luciferase reporter, 4 h; 360,000 tested, 0.98% active; AID 1347056; inhibition, % at 10 µM;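 active means compounds whose plate-normalised and pattern-corrected inhibition of the luciferase reporter signal at the single screening dose is 50% or more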
LMP1 NFkB inh – Epstein-Barr LMP1 NF-kappaB reporter inhibition. LMP1-induced NF-kappaB luciferase reporter cells, luminescence. inhibition, % at 12.5 µM. 350,000 tested, 0.69% active. AID 504558; in the data active means inhibition above about 41%;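 further: 0% = neutral control wells and 100% = reference inhibitor control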
C8 TRAIL sens – caspase-8 TRAIL sensitization; 360,000 tested, 1% active; NB7+C8 cells + TRAIL, ATPlite viability luminescence; inhibition (viability loss, TRAIL sensitization), % at 10 µM;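 active means compounds causing at least 50% loss of cell viability in the single-dose screen, relative to plate controls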
SRC3 inh – inhibitors of human steroid receptor coactivator 3 (SRC3); 360,000 tested, 0.17% active; AID 588352; HEK293 GAL4-SRC3 luciferase reporter, luminescence; inhibition, % at 3.6 µM; Q9Y6Q9;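 active means inhibition above a per-campaign cutoff, the mean of all compounds plus 3 SD, cut at about 60% in these data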;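 further: 0% = DMSO-treated cells and 100% = gossypol-treated cells at 36 µM; higher means less SRC3-driven luciferase light from the GAL4 reporter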
TWEAK Fn14 block – blocks TWEAK-Fn14 interaction in a reporter cell assay. TWEAK-stimulated Fn14 reporter cells, luciferase luminescence, 8 h. inhibition, % at 10 µM. 360,000 tested, 2% active. AID 1159606; in the data active means inhibition above about 50%
* hit, by the source's call; . = not tested or not shown.

#	SMILES	TROY NFkB inh	CF NFkB block	COUP-TFII inh	SRC3 inh	LMP1 NFkB inh	SRC2 inh	NR5A2 inv ag	SRC1 inh	TWEAK Fn14 block	C8 TRAIL sens	KKLEB tox
1	C=CCNc1nc2cc(-c3ccc(C(=O)N4CCOCC4)cc3)sc2c(=O)n1C	12	-4	-5	-10	.	-44	1	-8	26	18	-7
2	N#Cc1nc(COc2ccccc2F)oc1NCc1ccc(F)cc1	-33	36	5	-28	-7	-3	-8	-7	0	-2	-9
3	O=C1CC(=O)N2N=C(c3ccc([N+](=O)[O-])cc3)SC2=N1	-57	4	11	-11	1	-45	-25	-6	9	1	2
4	CC(/C=N/NC(=S)Nc1cccc(S(=O)(=O)N(C)C)c1)c1ccccc1 (stereo not drawn)	-8	4	7	1	2	-10	1	-19	4	-8	-6
5	Cc1ccc(NC2CCCN(C(=O)c3ccc(-n4ccnc4)cc3)C2)cc1C (stereo not drawn)	0	-4	-13	12	1	11	-14	4	1	-15	1
6	O=C(NCCC1=CCCCC1)c1cnccn1	-16	0	-42	-48	-21	-36	-71	-78	-4	5	-4
7	CCCCNC(=O)C1(C)CCN1C(=O)c1cccc2c1OCCO2 (stereo not drawn)	-10	12	-8	-8	.	26	0	-13	-18	-12	0
8	O=C(c1ccco1)N1CCN(Cc2ccc(Cl)cc2)CC1	-18	-7	14	-4	3	-16	-9	13	-30	2	-4
9	COc1ccc2cc(C[C@@H]3CC[C@@H](CNC(N)=O)O3)ccc2c1	-41	5	-14	-33	-19	-20	-69	-44	-29	0	8
10	CCCn1c(=O)c(C(=O)NNS(=O)(=O)c2ccc(C)cc2)c(O)c2ccccc21	46	6	15	2	0	-1	-26	-22	8	-7	-3
11	CC(C)[C@H](NC(=O)C1CC(=O)N(c2ccc3c(c2)OCCO3)C1)C(=O)NC1CCCC1 (stereo partly drawn)	-7	-5	1	-11	6	-13	-3	-143	-4	2	8
12	CCCC1=[N+](CC)CCn2c(C)ccc21	7	-30	-8	24	-27	-4	15	5	10	-4	1
13	COc1ccc(Cl)cc1NC(=O)CN(C)CC(=O)N(CC(C)C)c1c(N)n(CC(C)C)c(=O)[nH]c1=O	10	-6	2	-21	2	-1	-1	2	-22	1	-2
14	CCOC(=O)c1ccc(NC(=S)NCCc2ccccc2F)cc1	0	2	4	-1	3	-6	0	-24	-4	-4	7
15	COc1cccc(-n2c(=O)n(Cc3ccccc3)c(=O)c3[nH]cnc32)c1	11	17	-5	20	-6	-28	-8	-43	6	17	-14
16	CCn1c(NCc2ccc(N(C)C)cc2)nc2ccccc21	-22	4	-23	11	-4	6	4	-12	-3	19	-9
17	CC(=O)N/C(=C/c1ccc2c(c1)OCO2)C(=O)NC(Cc1ccccc1)C(=O)O (stereo not drawn)	-7	4	4	27	1	2	-3	-15	9	-4	1
18	CC1CCN(S(=O)(=O)c2ccc3[nH]c(=O)ccc3c2)CC1	6	-24	-3	18	4	-3	1	10	-13	-11	8
19	CC(C)NC(=O)c1onc(CSc2ccc(F)c(F)c2)c1C(=O)NC(C)C	-22	14	2	11	1	-7	-3	2	-3	-10	-5
20	CC(OC(=O)Cn1[nH]c(=O)c2ccccc2c1=O)C(=O)Nc1ccc(F)cc1 (stereo not drawn)	-5	16	14	-8	-10	6	-13	8	-1	2	-18

Further results:
#	SMILES	TROY NFkB inh	CF NFkB block	COUP-TFII inh	SRC3 inh	LMP1 NFkB inh	SRC2 inh	NR5A2 inv ag	SRC1 inh	TWEAK Fn14 block	C8 TRAIL sens	KKLEB tox
21	COc1ccccc1/C=C/C(=O)OCC(=O)Nc1c(F)cccc1F	-27	5	-3	9	0	6	-6	-7	-11	-1	-2
22	COc1ccc(C(=O)N2CCCC2(C)C(=O)NCC(C)C)cc1C(F)(F)F (stereo not drawn)	5	-7	0	10	.	-8	-6	19	19	3	6
23	CCNC(=O)CON=C1c2ccccc2-c2ccccc21	-39	-55	-10	-2	-5	-13	3	-1	-18	-3	-4
24	Cc1cc(NC(=O)CSc2ncnc3c2cnn3-c2cccc(Cl)c2)no1	3	10	10	22	-2	-30	6	7	18	-1	-2
25	COc1ccc(Nc2cc3n(c(=O)n2)CCc2cc(OC)c(OC)cc2-3)cc1	16	15	-10	-24	12	-31	16	-32	-43	4	-7
26	O=C(C1CC1)N1CCc2cc(S(=O)(=O)NCc3ccccc3)ccc21	-5	18	-2	-15	7	7	4	4	2	-27	-16
27	COc1ccccc1/C=C1\SC(=S)N(CCC(=O)NCCCN2CCOCC2)C1=O	-15	5	7	6	8	-5	6	-2	-77	3	3
28	COC(=O)C1=C(C)N(Cc2ccc(C)cc2)C(=O)C1	-4	-2	9	-19	3	-5	6	-29	-4	-16	2
29	N#C/C(=N\Nc1ccc([N+](=O)[O-])cc1)C(N)=S	44	24	-32	-19	-13	-2	-25	-34	33	3	1
30	NS(=O)(=O)c1ccc2nc(NC(=O)c3ccc(Br)o3)sc2c1	-47	1	-48	-56	-16	-46	-84	-31	-28	8	9
31	Cc1ccc2c(c1)nnn2C1CCN(S(=O)(=O)c2ccc(C(=O)O)cc2)CC1	-2	-18	-6	14	-7	-14	-14	-6	3	-18	0
32	Cn1nc(C(=O)NNc2c(F)c(F)cc(F)c2F)c2ccccc2c1=O	19	-11	-8	3	-4	-15	19	5	0	7	-1
33	Cc1cc(NC(=O)CSc2nc3ccsc3c(=O)n2Cc2ccccn2)n[nH]1	-40	-11	-8	-33	-176	-39	-52	-65	-20	1	9
34	O=C(c1ccccc1)C1CCN(C(=O)C2CCC(=O)N(Cc3ccccc3F)C2)CC1 (stereo not drawn)	-16	1	3	11	-1	5	-6	-3	-15	-3	-12
35	Cc1cc(Cl)ccc1N1C(=O)CC(SCCC(=O)O)C1=O (stereo not drawn)	4	-13	-10	-31	4	-16	-9	-16	-11	-4	3
36	Cn1cc(C[C@H](NC(=O)OC(C)(C)C)C(=O)N[C@H](CO)Cc2ccccc2)c2ccccc21	-3	26	-7	2	2	-20	-7	-9	21	-15	-23
37	COCCCNc1nc(CC(C)C)nc2c1nnn2Cc1ccccc1	-4	15	2	5	4	-16	-6	13	6	8	-5
38	CCOC(=O)c1cnc(SC)nc1N1CCCC1	-14	16	7	17	6	-2	17	19	-3	-1	0
39	Cc1coc2c(C)c3oc(=O)c4c(c3cc12)CCCC4	5	-18	0	13	-3	-2	9	-30	-20	-5	3
40	Cc1ccc(O)c(C(=O)c2cnc3c(c2)CN(CCC(C)C)C(=O)N3)c1	21	0	5	3	13	19	-5	-10	9	-24	-11

(continued)
#	SMILES	TROY NFkB inh	CF NFkB block	COUP-TFII inh	SRC3 inh	LMP1 NFkB inh	SRC2 inh	NR5A2 inv ag	SRC1 inh	TWEAK Fn14 block	C8 TRAIL sens	KKLEB tox
41	CC(C)(CO)NS(=O)(=O)c1ccc2c(c1)oc(=O)c1cc(S(=O)(=O)NC(C)(C)CO)ccc12	6	-9	-5	7	-1	17	-18	7	-3	8	6
42	CC(C)Oc1ccc(C2CC(=O)NC3=C2C(=O)CCC3)cc1 (stereo not drawn)	9	-4	2	14	10	-10	-7	-8	7	-15	-1
43	O=C(Nc1cccc(C(=O)Nc2ccc(F)cc2F)c1)c1ccccc1	-16	1	-10	-2	-11	-35	-29	-25	-22	7	8
44	CC(=O)Nc1ccc(N(C(=O)CNC(=O)c2ccco2)C(C(=O)NC2CCCC2)c2ccco2)cc1 (stereo not drawn)	-8	8	7	-5	-3	5	-11	-5	-15	-3	-2
45	CC(=O)Nc1ccc(S(=O)(=O)Nc2nc3ccccc3nc2-n2ccc(=NC(=O)c3ccc(F)cc3)cc2)cc1	3	10	18	2	-4	-18	-6	-1	12	-31	-3
46	FC(F)(F)c1cc(-c2ccccc2)nc(NCc2cccnc2)n1	0	-7	5	1	-11	2	15	12	20	-23	-4
47	Cc1cc(=O)oc2cc(OCC(=O)NC3CCCCC3)ccc12	-6	14	-6	-9	4	-15	-2	-7	-5	17	-6
48	CC(C)NC(=O)c1ccc(N(Cc2ccc(Cl)cc2)S(C)(=O)=O)cc1	12	12	8	-16	-4	23	1	-23	-2	7	6
49	O=C(CN1C(=O)c2ccccc2C1=O)N1CCN(c2ccccc2)CC1	-3	1	5	18	1	-20	10	-1	5	-11	4
50	CC(=O)Nc1ccc(S(=O)(=O)N2CCN(CC(=O)NC3CCCC3)CC2)cc1	-23	4	6	2	1	-10	15	-9	-11	-3	-7
51	COc1ccccc1N(CC(=O)NC1CCCCC1)C(=O)Cn1nnc(-c2ccc(C)o2)n1	-7	-38	-8	-14	-6	-13	11	10	10	3	-10
52	CN(C1CCCCC1)S(=O)(=O)Cc1ccccc1	-25	-1	6	-5	3	17	-25	-4	22	0	-3
53	COC(=O)c1cccc(C23CC4(C2)[C@H](CN(C)[C@@H]4c2ccccc2)C3c2ccccc2)c1 (stereo partly drawn)	-19	12	18	-2	0	23	-9	-1	18	5	-19
54	N#CC1C(=O)c2ccccc2C1c1ccccc1 (stereo not drawn)	52*	-20	9	-5	-3	-18	-19	-10	-20	-6	17
55	O=C(Cn1nc(-c2ccco2)ccc1=O)Nc1cc(Cl)ccc1Cl	-16	-2	13	7	3	16	18	-7	26	4	0
56	COc1cccc(/C=C2\SC(=O)N(CCC(=O)N3CCC(C(=O)O)CC3)C2=O)c1	-6	-14	-10	-20	-2	22	1	-5	2	12	2
57	CC(C)(C)c1ccc(NC(=O)c2ccc(=O)[nH]n2)cc1	-46	1	-52	-77	-25	-76	-152	-114	9	12	-5
58	COc1cc2c(cc1OC)CN(C(=O)CSc1nc(C)cc(C)c1C#N)CC2	30	5	16	2	-2	16	9	-5	-29	21	-6
59	c1cnn(-c2nc(N3CCOCC3)nc(N3CCOCC3)n2)c1	7	18	-10	15	2	-6	55	-2	-19	16	-19
60	COc1ccc(C(=O)/C=C/Nc2cc(C)on2)c(OC)c1	-37	9	-15	-25	-3	-8	-16	-85	7	5	-4

New compounds follow
#	SMILES	TROY NFkB inh	CF NFkB block	COUP-TFII inh	SRC3 inh	LMP1 NFkB inh	SRC2 inh	NR5A2 inv ag	SRC1 inh	TWEAK Fn14 block	C8 TRAIL sens	KKLEB tox
61	CC(C)COC(=O)C1[C@H]2C(=O)N(Cc3cccs3)C[C@]23C=C[C@H]1O3 (stereo partly drawn)	16	15	5	6	-11	-4	8	6	13	4	8
62	COc1ccc2oc(=O)c(C(=O)NCc3cccnc3)cc2c1	9	7	5	-11	-5	-1	-8	-12	5	-6	-4
63	CCOc1ccccc1C(=O)OCC(=O)Nc1ccc(OC(F)F)cc1	-58	6	13	-3	-12	4	7	-3	-15	-20	11
64	CC1CC(C)CN(CCCNC(=O)Cc2c(C(=O)O)n(C)c3ccccc23)C1 (stereo not drawn)	-13	-6	-1	16	-20	-2	-18	-11	27	6	-6
65	CCOC(=O)C1=C(C)NC(=S)NC1c1ccc(OCC(=O)N2CCCCCC2)cc1 (stereo not drawn)	-5	-7	8	8	-5	-10	15	1	-14	-3	-2
66	COC(=O)c1ccc(NC(=O)c2ccc3nccnc3c2)cc1	-1	-27	-18	-14	19	-14	-31	-5	-21	-3	17
67	CCOc1ncccc1C(=O)OCC(=O)Nc1ccc(-c2nc3ccc(C)cc3s2)cc1	-49	-10	-57	-42	14	-63	-167	-98	10	75*	-14
68	CC(C)CCNC(=O)CCn1c(=S)oc2ccccc21	-1	-11	6	9	1	29	10	-8	-19	2	-24
